hcGAS lum: Primary biochemical luminescence assay for human cyclic GMP-AMP synthase inhibitors; inhibition, % at 12.5 µM; Q8N884; recombinant h-cGAS, ATP depletion, Kinase-Glo luminescence; 290,000 tested, 0.081% active;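 note: 0% = vehicle reaction and 100% = reaction without DNA for no activity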
Target sequence (Q8N884 whole entry, looked up): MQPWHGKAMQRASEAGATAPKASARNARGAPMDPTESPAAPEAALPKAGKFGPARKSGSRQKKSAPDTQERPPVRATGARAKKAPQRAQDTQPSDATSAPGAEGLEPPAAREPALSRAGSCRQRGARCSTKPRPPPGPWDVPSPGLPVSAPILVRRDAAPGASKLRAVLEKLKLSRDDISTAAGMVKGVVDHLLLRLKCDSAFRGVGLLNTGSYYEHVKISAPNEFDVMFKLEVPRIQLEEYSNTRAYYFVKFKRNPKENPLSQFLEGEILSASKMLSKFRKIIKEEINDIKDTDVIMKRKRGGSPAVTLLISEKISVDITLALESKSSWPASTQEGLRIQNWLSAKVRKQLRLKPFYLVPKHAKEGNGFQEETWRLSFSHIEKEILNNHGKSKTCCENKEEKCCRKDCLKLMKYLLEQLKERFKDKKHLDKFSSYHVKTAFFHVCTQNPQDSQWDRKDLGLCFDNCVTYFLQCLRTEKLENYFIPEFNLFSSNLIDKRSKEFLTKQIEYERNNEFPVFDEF
mcGAS lum: cyclic GMP-AMP synthase inhibitors, mouse, primary biochemical chemiluminescence; 160,000 tested, 0.15% active; recombinant cGAS, Kinase-Glo ATP depletion luminescence; Q8C6L5; inhibition, % at 12.5 µM;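 note: 0% = negative control wells and 100% = reference inhibitor with no enzyme activity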
NPYLR7 ag: agonists of mosquito NPYLR7 receptor, primary screen, cell-based, Aedes aegypti, calcium fluorescence, mosquito biting behavior; HEK293T NPYLR7/Galpha15, GCaMP6s calcium fluorescence; activation, % at 10 µM; Aedes aegypti neuropeptide Y-like receptor 7 (NPYLR7); 270,000 tested, 0.15% active; in the data active = activation above about 40%;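 note: 0% = vehicle and 100% = reference agonist at the receptor; some compounds past the cut are filed as inactive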
* marks the source's active call; other numbers are inactive results; · = not tested or not shown; & = joins results of further samples. Cut-off read from the data, not from the text of the source, unless noted: active = inhibition above about 40%; inactive = the rest.

SMILES	hcGAS lum	mcGAS lum	NPYLR7 ag
C=CCN(Cc1ccc(Br)s1)c1ncnc2sc3c(c12)CCC3	-8	-9	-5
O=C(O)C1CCCN1c1nc(C2CC2)cc(C(F)(F)F)n1 (stereo unspecified)	-6	·	1
Cc1ccc(C2NC(=O)c3c(sc4c3CCN(C)C4)N2)s1 (stereo unspecified)	-10	-5	29
C#CCOCC(O)CN(Cc1ccc(F)cc1)Cc1cc(C)ccc1C (stereo unspecified)	-7	-7	17
Cn1c(-c2cccc(C(F)(F)F)c2)cc2c(Nc3ccncc3)nccc21	-6	-8	-5
Clc1cccc(CNCC2CC(c3ccc4c(c3)OCO4)=NO2)c1 (stereo unspecified)	-3	-5	10
CC(C)CC1(C2CCN(C(=O)c3ccc(F)c(Cl)c3)CC2)NC(=O)N(Cc2cccs2)C1=O (stereo unspecified)	-6	-8	4
Fc1cccc(F)c1Nc1ccc2c(-c3ccccc3)noc2n1	-4	-4	4
Fc1ccc2nc(Cl)sc2c1	-5	-6	-6
Cc1ccc(C)c(CSc2ncc(CO)n2Cc2ccc(F)cc2)c1	-11	-9	1
CCCCn1c(-c2nnc(CC)o2)cc2ccccc21	-10	-9	6
O=C(O)C1Cc2ccccc2O1 (stereo unspecified)	-6	·	1
COc1ccc(NC(C(=O)c2c[nH]c3ccccc23)c2ccccc2)cn1 (stereo unspecified)	-3	·	15
O=C(CN1CCCSc2ccccc21)NCc1ccco1	-17	·	-2
CC(=NN1CCN(Cc2ccc(Cl)cc2)CC1)c1ccccc1O	-7	-5	-5
COc1cccc(-c2cc(-c3ccc(C(=O)NC(C)c4ccc(Br)cc4)cc3)[nH]n2)c1 (stereo unspecified)	-11	-9	0
COc1cccc(-c2ccc3nnc(SC)n3n2)c1	-6	-7	-16
Fc1cc(F)c(F)c(-n2ncc3c2ncn2nc(-c4ccccc4)nc32)c1F	-5	-3	2
CCc1cc2c(NCc3ccco3)ncnc2s1	-5	-3	-5
Cc1cccc2[nH]c(CCNC(=O)c3ccccc3-c3ncc[nH]3)nc12	-10	·	25
O=C(C1CCCC1)N1CCN(c2nc(N3CCCC3)nc(-n3ccnc3)n2)CC1	-6	-13	-17
O=C(CCc1ccccc1)N1CCCC(OCc2cccc(Cl)c2)C1 (stereo unspecified)	2	-1	-13
COc1cc(Nc2ccn3nccc3n2)cc(OC)c1OC	-5	·	0
O=C(N1CCN(c2nccc(-c3ccc4c(c3)OCO4)n2)CC1)C(F)(F)C(F)(F)C(F)(F)F	5	-1	0
CNC(=O)c1cccc(Nc2nccn3ccnc23)c1	-18	·	3
CCOC(=O)c1nn(-c2ccc(C(=O)OC)cc2)cc1O	-5	-5	-8
Cc1nn(C)c2ncc(CNCC3(c4ccccc4)CCOCC3)cc12	-10	·	4
CC(C)(C)NC(=O)Cn1nc(C(F)(F)F)c2c1CCC2	-10	·	-3
Cn1ccnc1C(NC(=O)c1cn2c(n1)CNCC2)C1CC1 (stereo unspecified)	-3	·	5
CN(Cc1ccco1)c1nc(CN2CCOCC2)nc2scc(-c3cccs3)c12	-4	-5	16
COc1cccc(-c2nc(OCC(C)C)nn2-c2cccc(NC(=O)CC(C)C)c2)c1	-5	-6	3
Nc1cc(-c2cccc(C(F)(F)F)c2)nn1-c1ccc(C(=O)N[C@@H]2CCCc3ccccc32)cc1	-3	-2	-3
Cc1cccc2ncc(C(=O)N[C@H]3C[C@H]4CN(C)CCN4C3)c(=O)n12	0	·	6
COc1ccc(N2CCN(c3cc(-c4ccccc4)nc(SCc4ccc(C(=O)NCC(C)C)cc4)n3)CC2)cc1	-10	-4	11
Cc1cc(N2CCC(C)CC2)c2nncn2n1	2	·	-15
Cc1nc2ccccc2nc1N1CCN(C(=O)c2ccc(F)cc2C(F)(F)F)CC1	-4	-3	14
Cc1cnc(C)c(-c2cc(O)c3c(c2)CN(C(=O)C2COCCN2)CCO3)n1 (stereo unspecified)	-2	·	0
CCc1c(C(=O)NC[C@H]2CCCO2)[nH]c2ccccc12	-2	-18	9
CCCc1ncn(Cc2nc(-c3sccc3C)oc2C)n1	-2	·	8
CC(C)N1Cc2ccccc2N(CC(C)(C)O)CCC1=O	-3	-6	1
COC(=O)c1c(C)[nH]c(C(=O)OCC(=O)c2ccco2)c1C	-10	·	15
CN1CCC(NC(=O)/C=C(/c2ccccc2)C(F)(F)F)CC1	-6	·	4
COc1ccccc1NC(=O)N1CCN(c2nc(-c3cccc(C)c3)nc(C)c2Cc2ccccc2)CC1	-12	-6	-1
COc1ccc(-c2nc(OCc3ccc(F)cc3)nn2-c2ccc(NC(=O)c3ccco3)cc2)cc1	4	-2	1
CCC(C)N(Cc1ccncc1)Cc1cc(C)nn1C (stereo unspecified)	-1	-8	·
C=CCN1C(=O)/C(=C2\SC(=S)N(C)C2=O)c2ccccc21	-4	-5	-11
COc1ccc(OC)c(/C=C/C(=O)N2CCS(=O)(=O)c3ccccc32)c1	-4	·	-2
Cc1c(C(=O)N2CCN(C(=O)Nc3cccc4ccccc34)CC2)cc(-c2ccc(F)cc2)n1-c1ccccc1	-6	-6	-2
CCc1nc(CN(C)C(=O)c2cc(-c3ccccc3)no2)no1	-3	-11	11
Cc1ccc(C)c(NCN2C(=O)c3cc(Cl)c(Cl)cc3C2=O)c1	1	·	10

The listing continues:
SMILES	hcGAS lum	mcGAS lum	NPYLR7 ag
CCN(C(=O)c1nnn(-c2ccc3ncccc3c2)c1C)C1CCCC1	-4	-11	8
CCOC(=O)N1CCN(C(=O)c2cc(-c3ccc(OC)cc3)nc3cc(C(C)(C)C)nn23)CC1	-8&0	-7&-3	8&11
O=C(NC(c1ccccc1)c1ccccc1)C1CCC(=O)N(CCN2CCOCC2)C1 (stereo unspecified)	6	·	4
CC1CN(c2ccc(Br)cc2)NC1=O (stereo unspecified)	4	0	-5
CCCSc1ncc(CN2CCN(c3ncnc4nc[nH]c34)CC2)cn1	-4	·	-4
CC(NC(=O)C1CCN(S(=O)(=O)c2c(Cl)cccc2Cl)CC1)c1ccccn1 (stereo unspecified)	-3	·	0
CC(C)c1nnc(NC(=O)C2CC3CCCC(C2)C3=O)s1 (stereo unspecified)	-6	·	8
CC(C)CNC(=O)CN1CCNCC1	-5	·	-1
CC(c1ccc(Cl)cc1Cl)N(C)C(=O)c1ccc(S(=O)C(C)C)cc1 (stereo unspecified)	-6	·	2
O=C(NC1CCCC1)c1cnn2c(C(F)(F)F)cc(-c3ccc(Br)cc3)nc12	-4	-3	5
O=c1[nH]nc(SCc2c(Cl)cccc2[N+](=O)[O-])n1-c1ccccc1	-6	-6	-2
O=C(C1COc2ccccc2O1)N(Cc1cccnc1)c1nc2c(F)cc(F)cc2s1 (stereo unspecified)	-4	-7	-6
CCN1CCc2c(sc3nc(Cc4ccccc4)nc(N4CCCCC4)c23)C1	-10	-9	·
CN(c1ccsc1C(=O)N1CCOCC1)S(=O)(=O)c1ccc(C(C)(C)C)cc1	-6	-5	2
O=C(NCC1CCCO1)C(C1CCCC1)N1CCN(C(=O)Nc2cccc(Cl)c2)CC1 (stereo unspecified)	-4	-3	-7
Cc1nnc(SCC(=O)Nc2ccccc2)s1	-9	-2	10
C=CCOC(CN1CCN(C(=O)c2ccc(OC)cc2OC)CC1)c1cccc(N2CCCC2)c1 (stereo unspecified)	-6	-7	-5
Cc1cccc(Cn2c(N3CCN(CCO)CC3)nc3c2c(=O)[nH]c(=O)n3C)c1	-4	·	3
CCc1nc2ccccc2n1CCC(=O)N1CCCC(Nc2ccccc2)C1 (stereo unspecified)	-10	·	6
Cc1cccn2c(CNC(=O)c3cccc(Cn4cccn4)c3)cnc12	-6	-12	-6

Some of the entries above in a different format.
Order of results – hcGAS lum, mcGAS lum, NPYLR7 ag
O=c1[nH]nc(SCc2c(Cl)cccc2[N+](=O)[O-])n1-c1ccccc1
  -6, -6, -2
O=C(C1COc2ccccc2O1)N(Cc1cccnc1)c1nc2c(F)cc(F)cc2s1 (stereo unspecified)
  -4, -7, -6

(listing goes on)
SMILES	hcGAS lum	mcGAS lum	NPYLR7 ag
O=C1C2C(c3ccccc3)C=CC(c3ccccc3)C2C(=O)N1c1ccc(F)cc1 (stereo unspecified)	-8	-5	6
O=C(CSc1nnc(CNC(=O)c2ccco2)n1-c1ccc([N+](=O)[O-])cc1)c1ccccc1	-8	-3	-6
Fc1cccc(-c2ccc3c(c2)CCN3)c1	0	·	12
CCOC(=O)N1CCN(Cc2nc(-c3cc4c(cc3Cl)OCO4)oc2C)CC1	-3	·	15
Cn1c(=O)c2ccccc2n2c(SCc3ccccn3)nnc12	-10	·	17
COC(=O)C[C@H]1[C@]2(C)C[C@@]34OC5(C)OC6(C(OC(C)=O)[C@@]3(OC(C)=O)[C@H]2OC(C)=O)C2CC(=O)O[C@@H](c3ccoc3)[C@]2(C)CCC6(O5)[C@]14C (stereo partly specified)	-3	·	-4
CC(=O)N1N=C(c2ccncc2)OC1C(=O)NCC12CC3CC(CC(C3)C1)C2 (stereo unspecified)	-5	·	14
Cc1ccc(-c2nc(C)c(C(C)C)c(N3CCN(C(=O)c4ccc(C)c([N+](=O)[O-])c4)CC3)n2)cc1	-4	-6	-5
COc1ccc2cc(C3CN(Cc4cscn4)CCO3)ccc2c1 (stereo unspecified)	-5	-13	2
FC(F)(F)c1cccc(-n2cnc3cnc(-c4ccsc4)cc32)c1	-6	-9	9
COc1cc(OC)cc(C(=O)Nc2ccc(-n3nc(OC)nc3-c3ccccc3C)cc2)c1	-6	-8	19
Cc1cc(C(=O)N/N=C\c2ccc3c(c2)OCO3)c2ccccc2n1	-1	-3	2
Cc1ccc(NC(=O)N(Cc2ccccc2)Cc2cccn2Cc2ccccc2C)cc1	-17	-5	0
Cc1cc(C(=O)Nc2c(C)c(C(C)(C)C)nn2-c2ccccc2)on1	-1	1	-13
CC(NC(=O)c1cc(NC(=O)c2ccccc2Br)ccc1N1CCCC1)c1ccccc1 (stereo unspecified)	-1	-5	2
CCOc1cccc(OCCCOc2ccccc2C(C)=O)c1	-1	·	-6
CCOC(=O)/C=C/c1c(C)n(C(=O)c2ccccc2)c(=O)n(C(=O)c2ccccc2)c1=O	-6	-4	-3
CCOC(=O)CNc1c(-c2ccccc2O)nc2cc(C)ccn12	-2	-7	4
Cc1cc(C)c(OCC(=O)NC(C)c2ccc(-n3ccnc3)cc2)c(C)c1 (stereo unspecified)	1	·	-18
O=C(c1ccccc1OC(F)(F)F)N1CCN(c2nccc(-c3ccc4c(c3)OCO4)n2)CC1	-3	-5	2
COC(C)c1n[nH]c(=O)n1CCC(=O)O (stereo unspecified)	-5	·	23
COc1ccc(CN(Cc2ccco2)CC(O)COc2ccccc2C)cc1 (stereo unspecified)	-7	-6	20
Cc1ccccc1-c1csc(=O)n1CN1CCSCC1	-5	·	11
COc1ccc(C(=O)Nc2ccc(-n3nc(OC)nc3-c3ccc(C(F)(F)F)cc3)cc2)cc1	-8	-5	14
CN1CCN(c2nc3ccccc3n3cnnc23)CC1	-7	·	8
Cc1ccc(-c2nc(CN3N=NC4C(=O)N(c5ccc(Cl)cc5)C(=O)C43)c(C)o2)cc1 (stereo unspecified)	-9	-9	6
COc1ccc(CN(Cc2nc3cc(C)ccc3o2)C(=O)c2cnn(-c3ccccc3)c2C(F)(F)F)cc1	-1	-7	9
Cc1nc(N2CCC(S(N)(=O)=O)C2)c2cc[nH]c2n1 (stereo unspecified)	2	·	-9
CSc1nnc(CCCN)n1CC(C)C	1	·	-2
CCCCCCCCCC(=O)Nc1ccc(N(C)C)c(C(=O)N2CCCC2)c1	-9	-5	16
Cc1nc2ccccc2nc1CN1CCN(Cc2ccc(F)c(F)c2)C(CCO)C1 (stereo unspecified)	-5	·	-2
COCC(=O)Nc1ccc(N2CCN(C(=O)c3c(C)noc3C)CC2)nc1	1	2	-19
O=C1N(c2cccc(F)c2)c2ncccc2S(=O)(=O)N1Cc1ccccc1	0	·	-7
Cc1ccc(C(CN2CCOCC2)NC(=O)COc2cccc(C)c2)cc1 (stereo unspecified)	-4	-7	7
CC(C)OCCCNC(CC(=O)Nc1ccc(Oc2ccccc2)cc1)C(=O)O (stereo unspecified)	-4	-7	-5
COc1ccc2c(c1)CC(NCC1CCN(C(=O)C(C)C)CC1)CC2 (stereo unspecified)	-2	·	21

By substructure: those above with a CF3 group
SMILES	hcGAS lum	mcGAS lum	NPYLR7 ag
O=C(O)C1CCCN1c1nc(C2CC2)cc(C(F)(F)F)n1 (stereo unspecified)	-6	·	1
Cn1c(-c2cccc(C(F)(F)F)c2)cc2c(Nc3ccncc3)nccc21	-6	-8	-5
O=C(N1CCN(c2nccc(-c3ccc4c(c3)OCO4)n2)CC1)C(F)(F)C(F)(F)C(F)(F)F	5	-1	0
CC(C)(C)NC(=O)Cn1nc(C(F)(F)F)c2c1CCC2	-10	·	-3
Nc1cc(-c2cccc(C(F)(F)F)c2)nn1-c1ccc(C(=O)N[C@@H]2CCCc3ccccc32)cc1	-3	-2	-3
Cc1nc2ccccc2nc1N1CCN(C(=O)c2ccc(F)cc2C(F)(F)F)CC1	-4	-3	14
CN1CCC(NC(=O)/C=C(/c2ccccc2)C(F)(F)F)CC1	-6	·	4
O=C(NC1CCCC1)c1cnn2c(C(F)(F)F)cc(-c3ccc(Br)cc3)nc12	-4	-3	5
FC(F)(F)c1cccc(-n2cnc3cnc(-c4ccsc4)cc32)c1	-6	-9	9
O=C(c1ccccc1OC(F)(F)F)N1CCN(c2nccc(-c3ccc4c(c3)OCO4)n2)CC1	-3	-5	2
COc1ccc(C(=O)Nc2ccc(-n3nc(OC)nc3-c3ccc(C(F)(F)F)cc3)cc2)cc1	-8	-5	14
COc1ccc(CN(Cc2nc3cc(C)ccc3o2)C(=O)c2cnn(-c3ccccc3)c2C(F)(F)F)cc1	-1	-7	9
